Source: PubChem
ROC1-CUL1 inh: human ROC1-CUL1 E3 ligase inhibition | P62877+Q13616 | in vitro K48 di-Ub FRET, acceptor:donor ratio, 45 min | inhibition, % at 10 µM | 140,000 tested, 0.6% active; in the data active = inhibition above about 25%
Target sequence (P62877 whole entry, looked up): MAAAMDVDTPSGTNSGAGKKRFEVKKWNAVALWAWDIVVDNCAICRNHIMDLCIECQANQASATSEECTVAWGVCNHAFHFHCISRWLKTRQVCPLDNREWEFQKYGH
Target sequence (Q13616 whole entry, looked up): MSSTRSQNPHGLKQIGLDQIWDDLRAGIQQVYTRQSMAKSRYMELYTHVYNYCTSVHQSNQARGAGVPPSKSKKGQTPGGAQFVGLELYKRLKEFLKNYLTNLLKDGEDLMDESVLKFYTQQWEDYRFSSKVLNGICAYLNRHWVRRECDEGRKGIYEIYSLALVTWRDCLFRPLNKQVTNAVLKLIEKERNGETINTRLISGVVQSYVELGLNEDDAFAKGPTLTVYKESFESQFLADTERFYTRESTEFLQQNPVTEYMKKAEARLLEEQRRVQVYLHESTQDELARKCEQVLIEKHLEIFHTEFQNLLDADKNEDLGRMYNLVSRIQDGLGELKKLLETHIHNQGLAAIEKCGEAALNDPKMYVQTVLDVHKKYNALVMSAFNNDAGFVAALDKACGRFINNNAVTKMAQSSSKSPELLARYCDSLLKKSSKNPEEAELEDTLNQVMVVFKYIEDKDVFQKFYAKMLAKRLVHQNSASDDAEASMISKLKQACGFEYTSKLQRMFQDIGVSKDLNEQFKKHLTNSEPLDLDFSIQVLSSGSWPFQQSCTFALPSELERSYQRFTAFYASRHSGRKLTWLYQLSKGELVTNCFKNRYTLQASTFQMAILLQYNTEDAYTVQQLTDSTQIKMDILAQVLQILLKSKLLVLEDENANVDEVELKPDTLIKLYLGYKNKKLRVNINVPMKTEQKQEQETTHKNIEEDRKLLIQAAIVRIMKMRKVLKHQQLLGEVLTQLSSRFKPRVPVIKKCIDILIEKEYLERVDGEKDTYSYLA
Numbers without * were called inactive. The list is partial; the hit share may differ from the screen's.

# | ROC1-CUL1 inh | canonical_smiles
1 | 2 | CCOC(=O)Nc1cc(C)cc(C)n1
2 | -8 | CCC(Oc1ccccc1F)C(=O)N1CCC(c2nc3ccccc3s2)CC1 (stereo unspecified)
3 | 2 | Cc1ccc(OCCn2cc(/C=C3\C(=N)N4N=C(C(C)C)SC4=NC3=O)c3ccccc32)c(C)c1
4 | 12 | O=C(CN1CCOC1=O)NC1CCCN(CC2CCCCC2)C1 (stereo unspecified)
5 | -5 | Cc1cc(C)cc(-n2ccn3c(CC(C)(C)CC(=O)O)nnc3c2=O)c1
6 | -7 | Cc1ccc2ncc(C(=O)Nc3ccc(F)cc3F)c(=O)n2c1
7 | 3 | CNS(=O)(=O)c1cnccc1N1CCN(C(C)C)CC1
8 | -1 | O=c1c2cccc3c2c(nn1Cc1ccccc1Cl)-c1ccccc1-3
9 | 2 | O=C(Nc1ccc2c(c1)CCC2)C1CCN(C(=O)c2ccccc2)CC1
10 | -18 | COc1ccccc1Nc1nc2nonc2[nH]c1=O
11 | -5 | C/C(=N\OCC(=O)NNC(=O)COc1cc(C)c(Cl)cc1C(C)C)c1cccs1
12 | -3 | CCCCNS(=O)(=O)c1ccc(OC)c(Br)c1
13 | 2 | CCn1c(SCC(=O)Nc2ccccc2C(C)C)nnc1C(C)Oc1ccccc1 (stereo unspecified)
14 | -3 | COc1ccc(C2c3sc4ccccc4c3OC(=N)C2C#N)c(OC)c1 (stereo unspecified)
15 | -3 | O=C(CC1C(=O)N(c2ccccc2)C(=O)N1Cc1ccc(F)cc1)Nc1cccc(F)c1 (stereo unspecified)
16 | 4 | CCOC(=O)c1ccc(NC(=O)C2CCCN(c3ccc(Sc4ccc(C)cc4)nn3)C2)cc1 (stereo unspecified)
17 | 4 | CCCCOc1cccc(C(=O)Nc2cccc3ccc(C)nc23)c1
18 | -2 | COc1ccccc1CN1CCCC(CN(CCN(C)C)C(=O)Cn2ccnc2)C1 (stereo unspecified)
19 | -9 | CCn1cc(S(=O)(=O)c2ccc(Cl)cc2)c(=O)c2cc(F)c(N3CCOCC3)cc21
20 | 2 | COc1ccc(S(=O)(=O)N2CCN(c3ccccc3C)CC2)c2ccccc12
21 | 11 | CSc1sc(SC)c(CO)c1CO
22 | 7 | COc1cc(N2N=C(C)C(C=Nc3cccc(Cl)c3)C2=O)ccc1Cl (stereo unspecified)
23 | 4 | COc1ccccc1SC(CCN(C)C)c1ccccc1 (stereo unspecified)
24 | 2 | Cc1ccccc1C(=O)Nc1ccccc1C(F)(F)F
25 | -9 | CCc1ccc(-c2cc(C(F)(F)F)n3nc(C)cc3n2)s1
26 | 4 | Cc1ccc(NC(=O)C2CCCN2S(=O)(=O)c2ccc3nc(-c4ccccc4)[nH]c3c2)cc1F (stereo unspecified)
27 | 8 | CN(Cc1cnccn1)Cc1c(C(=O)N2CCc3ccccc3C2)nc2ccc(Cl)cn12
28 | 4 | Cc1cc(N2CCC(C(=O)NCCC(C)C)CC2)n2nc(C)c(-c3ccc(Cl)cc3)c2n1
29 | 0 | Cc1ccc(CNC(=O)Cn2cc(S(=O)(=O)Cc3ccccc3Cl)c3ccccc32)cc1
30 | 4 | CCOC(=O)C(C)(C)OC1CCCC2C3CCCCC3S(=O)(=O)C12 (stereo unspecified)
31 | 7 | Cc1ccc(C(=O)CSc2n[nH]c(-c3ccccc3Cl)n2)cc1
32 | 3 | NS(=O)(=O)c1ccc(NC(=S)NNC(=O)C(c2ccccc2)c2ccccc2)cc1
33 | -8 | Nc1nc(CSc2nnc3c(n2)[nH]c2ccccc23)cs1
34 | -5 | Cc1cc(F)ccc1NC(=O)/C(=C/c1ccccc1)c1ccccc1
35 | 1 | CCOC(=O)c1[nH]cnc1C(=O)Nc1ccc(F)cc1
36 | 2 | CCOc1ccc(N(CC)C(=O)Cn2cnc3sc(C)c(S(=O)(=O)N4CCN(c5ncccn5)CC4)c3c2=O)cc1
37 | -2 | COc1ccc(-c2c3c(=O)n(C)c(=O)n(C)c3c3n2-c2ccccc2NC3c2ccco2)cc1 (stereo unspecified)
38 | 3 | CCn1c(SCC(=O)N/N=C/c2cccc(OC)c2)nnc1-c1ccc(Br)cc1
39 | 5 | COC(=O)C1C(C)=NC(C)=C(C(=O)OCCOc2ccc(NC(C)=O)cc2)C1c1ccc([N+](=O)[O-])s1 (stereo unspecified)
40 | -3 | COc1ccc(OC)c(CNC(=O)C2CCN(c3nc4ccccc4nc3C(F)(F)F)CC2)c1
41 | -1 | CCOC(=O)c1c(C)[nH]c(C)c1S(=O)(=O)NCC(=O)N1CCN(c2ccccc2OC)CC1
42 | 6 | CN(CCc1ccccn1)c1ncccc1CNC(=O)c1cccnc1
43 | 8 | CSc1ncc(CN2CCCC(CCC(=O)N3CCOCC3)C2)cn1 (stereo unspecified)
44 | 2 | Cc1c(C)n(CC(O)CNCCO)c2ccccc12 (stereo unspecified)
45 | 3 | Cc1ccc(C)n1-c1ccc(Cc2ccncc2)cc1
46 | -3 | Cc1ccc2oc(-c3cc(NC(=O)c4ccc5c(c4)OCCO5)cc(C)c3O)nc2c1
47 | 3 | O=C1C(=O)N(Cc2ccco2)C(c2cccc(O)c2)C1C(=O)c1ccc2c(c1)OCCO2 (stereo unspecified)
48 | 2 | N#CC1C(=N)OC2=C(C(=O)CCC2)C1c1ccco1 (stereo unspecified)
49 | 9 | Cn1cc(-c2ccnc(NCc3ccccc3N3CCC(CO)CC3)n2)cn1
50 | 2 | Cn1cc(CN2CCCC2C(=O)Nc2ccc(-c3nc4ccccc4o3)cc2)cn1 (stereo unspecified)
51 | -3 | COc1ccc(-c2csc3ncn(Cc4cccc5ccccc45)c(=O)c23)cc1
52 | 5 | COc1cccc(CNC(=O)c2ccc(CS(=O)c3ccccc3)o2)c1 (stereo unspecified)
53 | -5 | O=S(=O)(c1cccnc1)N1CCc2onc(-c3ccc(F)c(F)c3)c2C1
54 | 3 | FC(F)(F)c1ccc(-c2nnc(-c3ccncc3)o2)cc1
55 | 0 | CCn1c2c(c(=O)n3ncc(C(=O)N4CCN(c5ccc(C(C)=O)cc5)CC4)c13)CN(Cc1ccc(OC)cc1)CC2
56 | -3 | Cc1ccc(CNC(=O)c2cc(=O)c3cc(C)cc(C)c3o2)cc1
57 | -3 | Cc1cccc(CSc2nnc(NC(=O)CSc3nc4ccc(N)cc4s3)s2)c1
58 | 8 | C/C=C/Cn1c(=O)c2c(nc3n2C(C)C(C)=NN3CC)n(C)c1=O (stereo unspecified)
59 | -1 | COc1ccccc1C(Nc1ccccn1)c1c(C)[nH]c2ccccc12 (stereo unspecified)
60 | -5 | Cc1ccc(Cl)cc1N1CCN(C(=O)CCn2c(=O)c3cccn3c3cccnc32)CC1

3 entries out of the list, ordered by molar mass, rising:
# | ROC1-CUL1 inh | canonical_smiles
56 | -3 | Cc1ccc(CNC(=O)c2cc(=O)c3cc(C)cc(C)c3o2)cc1
60 | -5 | Cc1ccc(Cl)cc1N1CCN(C(=O)CCn2c(=O)c3cccn3c3cccnc32)CC1
41 | -1 | CCOC(=O)c1c(C)[nH]c(C)c1S(=O)(=O)NCC(=O)N1CCN(c2ccccc2OC)CC1

Structures from the list above containing an aryl methoxy group:
# | ROC1-CUL1 inh | canonical_smiles
10 | -18 | COc1ccccc1Nc1nc2nonc2[nH]c1=O
12 | -3 | CCCCNS(=O)(=O)c1ccc(OC)c(Br)c1
14 | -3 | COc1ccc(C2c3sc4ccccc4c3OC(=N)C2C#N)c(OC)c1 (stereo unspecified)
18 | -2 | COc1ccccc1CN1CCCC(CN(CCN(C)C)C(=O)Cn2ccnc2)C1 (stereo unspecified)
20 | 2 | COc1ccc(S(=O)(=O)N2CCN(c3ccccc3C)CC2)c2ccccc12
22 | 7 | COc1cc(N2N=C(C)C(C=Nc3cccc(Cl)c3)C2=O)ccc1Cl (stereo unspecified)
23 | 4 | COc1ccccc1SC(CCN(C)C)c1ccccc1 (stereo unspecified)
37 | -2 | COc1ccc(-c2c3c(=O)n(C)c(=O)n(C)c3c3n2-c2ccccc2NC3c2ccco2)cc1 (stereo unspecified)
38 | 3 | CCn1c(SCC(=O)N/N=C/c2cccc(OC)c2)nnc1-c1ccc(Br)cc1
40 | -3 | COc1ccc(OC)c(CNC(=O)C2CCN(c3nc4ccccc4nc3C(F)(F)F)CC2)c1
41 | -1 | CCOC(=O)c1c(C)[nH]c(C)c1S(=O)(=O)NCC(=O)N1CCN(c2ccccc2OC)CC1
51 | -3 | COc1ccc(-c2csc3ncn(Cc4cccc5ccccc45)c(=O)c23)cc1
52 | 5 | COc1cccc(CNC(=O)c2ccc(CS(=O)c3ccccc3)o2)c1 (stereo unspecified)
55 | 0 | CCn1c2c(c(=O)n3ncc(C(=O)N4CCN(c5ccc(C(C)=O)cc5)CC4)c13)CN(Cc1ccc(OC)cc1)CC2
59 | -1 | COc1ccccc1C(Nc1ccccn1)c1c(C)[nH]c2ccccc12 (stereo unspecified)

The list goes on:
# | ROC1-CUL1 inh | canonical_smiles
61 | -3 | NS(=O)(=O)c1ccc(NC(NC(=O)c2cccc(Cl)c2)C(Cl)(Cl)Cl)cc1 (stereo unspecified)
62 | 1 | O=C(CCCc1ccccc1)Nc1ccccc1O
63 | -7 | CCN(CC)S(=O)(=O)c1ccc2c(c1)N(CC(=O)NCCCN1CCN(c3cc(Cl)ccc3C)CC1)C(=O)CO2
64 | 0 | CN1C(=O)/C(=C\c2ccc3c(c2)OCO3)OC1=S
65 | 0 | CCC1CN(Cc2cccc3ncccc23)Cc2cc(OC)ccc2O1 (stereo unspecified)
66 | -2 | O=c1[nH]c2ccc(NS(=O)(=O)c3ccc(F)cc3)cc2s1
67 | 1 | Cc1ccc(S(=O)(=O)c2cn(C)c3cc(N4CCN(C)CC4)c(F)cc3c2=O)cc1
